Screening results deposited in PubChem by National Center for Advancing Translational Sciences (NCATS).
TGFb inhibitor: qHTS for Inhibitors of TGF-b | HepG2 CAGA-GFP TGF-b/SMAD3 reporter, GFP fluorescence, 18 h; TGF-beta stimulated, 500 pg/mL final | Potency, µM (doses to about 46.1 µM), for inactives: at the highest dose activity, negative = inhibition, actives largely listed as inhibitors | 410,000 tested, 1.2% active | AID 588855, 2011; also: potency is read from the fitted curve at half-maximal effect; % is scaled to controls: 0 for no effect and ±100 for the full control effect; nearly all actives have a fitted effect of over 65% in size
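Cell-based qHTS in HEPG2 carrying a CAGA-GFP Smad reporter; compounds added before 500 pg/mL final TGF-beta, 18 h incubation at 37 degrees C, GFP fluorescence quantified per cell by imaging cytometry.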
Nrf2 inh: Nrf2 qHTS screen for inhibitors; A549 ARE-Fluc reporter, luciferase luminescence, 18-24 h; Potency, µM (top dose mostly 46 µM), for inactives: top-dose activity change, negative = inhibition, hits mostly inhibitors; 360,000 tested, 2.1% active; also: potency is read from the fitted curve at half-maximal effect; % is scaled to controls: 0 for no effect and ±100 for the full control effect; nearly all actives have a fitted effect of over 60% in size
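Nrf2 activity is the BugLite luminescence, read 15 min after reagent at room temperature, following CellTiter-Fluor cytotoxicity readout (30 min, 37C). Compound titrations were applied for 18-24 h to 5000 A549 ARE_Fluc cells/well in 5% FBS OPTI-MEM.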
ATXN2 expr inh: Primary qHTS for Inhibitors of ATXN expression | Potency, µM (top dose mostly 57 µM), without a hit: at the top dose activity change, negative = inhibition, actives largely listed as inhibitors | 360,000 tested, 0.72% active | HEK-293 ATXN2-luciferase reporter, luminescence, 24 h | AID 1745845, 2022; also: potency is read from the fitted curve at half-maximal effect; % is scaled to controls: 0 for no effect and ±100 for the full control effect; nearly all actives have a fitted effect of over 55% in size
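ATXN2-luciferase reporter cells (luciferase flanked by upstream and downstream ATXN2 gene portions) were treated 24 h at 37 °C with compounds at up to 57 uM. SteadyGlo luminescence gave expression; GF-AFC fluorescence gave viability.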
HepG2 tox: qHTS for Inhibitors of TGF-b: Cytotox Counterscreen; Potency, µM (titrated, usually from 46.1 µM), without a hit: at the top dose activity change, negative = cytotoxicity, most hits filed as cytotoxic; HepG2 CAGA-GFP viability, ATP luminescence, 18 h; 410,000 tested, 0.76% active; also: potency is read from the fitted curve at half-maximal effect; some results filed as inactive show a strong effect at the top dose
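HepG2 CAGA-GFP cells (1000/well, DMEM with 1% FBS) received compound, then TGF-beta at 500 pg/mL final, and were incubated 18 hours at 37 degrees C. Viability was read by CellTiter-Glo luminescence. Media-only wells were set as complete cell-killing and DMSO as no toxicity.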
Nrf2 ARE act: qHTS of Nrf2 Activators; AREc32 ARE-luciferase reporter (MCF7-derived line), luminescence, 24 h; Potency, µM (series often up to 46.1 µM), for inactives: at the top dose activation, most hits filed as activators; 410,000 tested, 0.31% active; AID 624171, 2012; also: potency is read from the fitted curve at half-maximal effect; % of control where 0% means no effect; nearly all actives have a fitted effect of over 65% in size
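AREc32 cells carrying an ARE-driven firefly luciferase, 1000 cells/well in OPTI-MEM with 5% FBS, dosed after overnight attachment and incubated 24 hr at 37 deg C. Steady-Glo luminescence read after 30 min at RT.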
A549 tox: Nrf2 qHTS screen for inhibitors: counterscreen for cytotoxicity. AID 504648, 2011. Potency, µM (highest dose often 46 µM), for inactives: at the top dose activity change, negative = cytotoxicity, actives largely listed as inhibitors. 390,000 tested, 0.16% active. A549 ARE-Fluc cells, CellTiter-Fluor viability, 18-24 h; also: potency is read from the fitted curve at half-maximal effect; % is scaled to controls: 0 for no effect and ±100 for the full control effect
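A549 ARE-Fluc cells in 5% FBS OPTI-MEM, 5000 cells/well, rested 2 h then exposed to compounds in concentration-response for 18-24 h at 37 °C. Viability by CellTiter-Fluor fluorescence (Ex 405/Em 525) after 30 min; luciferase luminescence (BugLite, 15 min, RT) read afterwards.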
MCF10A rereplic: A quantitative high throughput screen for small molecules that induce DNA re-replication in MCF 10a normal breast cells. Potency, µM (doses to about 46.1 µM), for the others: at the top dose activity, positive = re-replication, hits mostly activators. 350,000 tested, 2.9% active. MCF 10A DNA re-replication, Hoechst nuclear intensity, 48 h. AID 624296, 2012; also: potency is read from the fitted curve at half-maximal effect; % of control where 0% means no effect; nearly all actives have a fitted effect of over 50% in size
IL1B secr inh: qHTS for Inhibitors of Inflammasome Signaling: IL-1-beta AlphaLISA Primary Screen; THP-1 LPS/ATP IL-1B secretion, AlphaLISA, 16 h; active compounds read low; activity change, % at 57.5 µM; 360,000 tested, 4.7% active; AID 743279, 2014; in the data active = activity change below about -50%; inconclusive = mostly about -30% to -49%; also: % is scaled to controls: 0 for no effect and ±100 for the full control effect
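Secreted IL-1B measured by AlphaLISA bead assay after 16 h compound exposure of THP-1 cells; compounds (final up to 57.5 uM) added 1 h before LPS (250 ng/mL) and ATP (1.25 mM) stimulation; lower signal means less secretion.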
S2 tox: Viability Counterscreen for Primary qHTS for Inhibitors of ATXN expression. Potency, µM (highest dose often 56.7 µM), most hits filed as cytotoxic. S2 cells (HEK-293 line with an ATXN2-luciferase reporter) viability, CellTiter-Fluor protease fluorescence, 24 h. 400,000 tested, 0.49% active; also: potency is read from the fitted curve at half-maximal effect; nearly all actives have a fitted effect of over 40% in size
* = called active by the depositor; i = inactive; ? = inconclusive; · = no result given; & = joins results of further samples; [ ] = dose if it differs, or a comment. Unless noted, calls follow the shape of the dose curve; as a rule, active = well fitted curve in the direction sought with a large enough effect; inconclusive = small, poorly fitted or top-dose-only effect, or another doubt; inactive = no such curve, though single readings can be large; an effect the other way counts as inactive or inconclusive.

SMILES | TGFb inhibitor | Nrf2 inh | ATXN2 expr inh | HepG2 tox | Nrf2 ARE act | A549 tox | MCF10A rereplic | IL1B secr inh | S2 tox
CCCCCCOc1ccc(/C(C)=N/NC2=NCCN2)cc1[N+](=O)[O-] | ? | 2.1% | · | 20µM* | -4.6% | -2.0% | ? | -91.7* | 17.8µM*
COc1ccc(NC(=O)[C@@H]2CCCN2C(=O)c2cccs2)cc1S(=O)(=O)N1CCCCC1 | -3.3% | 1.7% | · | -7.1% | -0.8% | -0.1% | 7.9% | 2.7 | ?
CCC(C)N(C(=O)CSc1nc2ccc(OC)cc2[nH]1)C1CCS(=O)(=O)C1 (stereo not given) | -10.0% | 10.3% | 5.7% | 1.6% | -0.2% | -5.5% | -0.9% | 3.0 | i
COCCCNC(=S)N/N=C/c1ccc2c(c1)OCO2 | -24.6% | 1.9% | · | -12.7% | 3.4% | 1.4% | 2.3% | -22.6 | ·
N#CCCN(C(=O)COC(=O)CSc1ccc(Cl)cc1)c1ccccc1 | -0.4% | 5.9% | -12.4% | -3.5% | 0.0% | 3.9% | 0.6% | 12.6 | i
COc1ccccc1NC(=O)CN(c1cc(C)cc(C)c1)S(=O)(=O)c1c(C)[nH]c(=O)[nH]c1=O | -2.8% | ? | -2.2% | -0.3% | 3.8% | -3.9% | · | · | i
CCOc1ccccc1N1CC(C(=O)Nc2cc(Cl)ccc2C)CC1=O (stereo not given) | -1.0% | -10.8% | -4.9% | -30.5% | -0.2% | -1.3% | -0.9% | -1.7 | i
CC(=O)Cn1c(CN2CCCC2)nc2ccccc2c1=O | ? | 13.9% | -11.1% | -0.6% | -0.1% | 1.7% | -28.8% | -1.0 | i
CC(=O)c1ccccc1NCC(=O)Nc1ccc(C)cc1 | -4.6% | 6.9% | 32.1% | -4.1% | 2.5% | -0.8% | 0.5% | -7.4 | ·
CC1(C(=O)NS(=O)(=O)c2cccs2)CCN1C(=O)CCc1ccc(Cl)cc1Cl (stereo not given) | -9.9% | · | 5.9% | 1.4% | -1.2% | · | · | 41.1 | i
O=C(COC(=O)c1ccccc1[N+](=O)[O-])Nc1cc(S(=O)(=O)N2CCOCC2)ccc1N1CCCC1 | -13.8% | -6.1% | · | -11.4% | 0.5% | 1.0% | 1.7% | 9.4 | i
COc1cccc(C(=O)NC2CC(=O)N(c3ccc4c(c3)OCCO4)C2)c1OC (stereo not given) | 5.3% | · | 0.2% | -2.1% | 0.4% | 0.1% | · | · | i
Cc1ccc(C)c(N2CCN(c3nnnn3-c3ccccc3)CC2)c1 | 0.0% | -26.5% | -20.3% | -1.3% | -0.4% | -3.8% | ? | 29.4 | ?
O=C(Cn1c(C(F)(F)F)nc2ccccc21)N1CCCC1 | -2.5% | -15.0% | -3.6% | 3.0% | -0.3% | -22.2% | -2.9% | 6.0 | i
CC(NS(=O)(=O)c1cccc(Cl)c1)C(=O)Nc1ccc(-c2nc3ccccc3s2)cc1 (stereo not given) | ? | · | 8.3% | -63.0% | 3.9% | -5.4% | 12.2% | -19.1 | i
CCCn1cc(C(=O)OCC)c(=O)c2cc(F)c(F)cc21 | 10.8% | -0.7% | -7.9% | -7.9% | -0.2% | 3.9% | -4.5% | · | i
COc1ccc(S(=O)(=O)N(Cc2nc(-c3ccccc3)no2)C2CCCCC2)cc1 | -13.4% | -10.5% | · | -19.9% | -0.1% | 7.2% | · | · | ·
COc1cccc(C2CC(=O)Nc3cc(OC)c(OC)c(OC)c32)c1OC(C)C (stereo not given) | -2.5% | -14.4% | 29.6% | -28.8% | 10.3% | 2.2% | · | · | ?
COc1cc(SC)ccc1C(=O)Nc1ccccc1C#N | -3.1% | ? | 19.6% | -35.6% | ? | -1.7% | -2.0% | 39.7 | ?
COc1ccc(NC(=O)COc2ccc(S(=O)(=O)NC3CCCCC3)cc2)c(OC)c1 | -33.6% | -29.1% | 4.2% | -17.8% | 0.3% | -11.3% | · | · | ?
Cn1c(CCNS(=O)(=O)c2ccc(F)cc2)nnc1SCc1cccnc1 | 17.2% | -2.7% | -10.7% | 4.4% | 0.1% | 0.7% | -1.4% | 22.3 | i
CC(=O)N1N=C(c2ccccc2)OC1c1ccc([N+](=O)[O-])s1 (stereo not given) | ? | -22.8% | -22.5% | -45.5% | ? | 3.3% | ? | -101.5* | i
Cc1cc(SCC(=O)NN=C2CCN(C(C)C)CC2)c(C)cc1Br | -1.7% | 4.5% | -12.5% | -39.5% | -1.9% | 15.1% | 21.0% | 1.6 | i
COc1cc(C2CC(=O)NC3=C2C(=O)CC(C)(C)C3)cc(OC)c1O (stereo not given) | 5.2% | · | -4.1% | -6.0% | 0.2% | ? | 8.5% | -8.3 | i
Cc1cc(Cl)ccc1C(=O)C1CCCN(C(=O)c2nonc2C)C1 (stereo not given) | -4.7% | -20.2% | -17.6% | -3.0% | -0.5% | 5.8% | 8.9% | 12.6 | i
CC(=O)N1CCCc2cc(S(=O)(=O)Nc3ccc(C)c(F)c3)ccc21 | ? | ? | -19.4% | -33.2% | 3.4% | -0.4% | · | · | i
COc1ccccc1N1CCN(C2CCCN(C(=O)c3cc(C(C)C)on3)C2)CC1 (stereo not given) | -13.2% | · | · | -24.9% | 5.5% | · | · | 5.5 | i
CCOC(=O)c1c(NC(C)=O)c2c3c(sc2n1Cc1nc(-c2ccccc2Cl)oc1C)CCCC3 | · | -14.1% | · | -7.1% | 8.4% | 0.3% | · | · | ·
COCCNCCOc1ccccc1-c1ccccc1 | -1.4% | 7.5% | 0.9% | -14.2% | 0.5% | 4.5% | 1.9% | 13.0 | i
COC(=O)c1nnn(-c2ccc(F)c(Cl)c2)c1C(=O)OC | -12.4% | 30.2% | -15.6%[11.3 µM] | 10.2% | -0.9% | 4.9% | -3.4% | -14.9 | i

An excerpt from above in order of the IL1B secr inh value, low to high.
smiles | TGFb inhibitor | Nrf2 ARE act | IL1B secr inh
COCCCNC(=S)N/N=C/c1ccc2c(c1)OCO2 | -24.6% | 3.4% | -22.6
Cc1cc(SCC(=O)NN=C2CCN(C(C)C)CC2)c(C)cc1Br | -1.7% | -1.9% | 1.6
COc1ccc(NC(=O)[C@@H]2CCCN2C(=O)c2cccs2)cc1S(=O)(=O)N1CCCCC1 | -3.3% | -0.8% | 2.7

(cont.)
SMILES | TGFb inhibitor | Nrf2 inh | ATXN2 expr inh | HepG2 tox | Nrf2 ARE act | A549 tox | MCF10A rereplic | IL1B secr inh | S2 tox
Nc1ncnc(NC2CCS(=O)(=O)C2)c1[N+](=O)[O-] (stereo not given) | -0.1% | ? | 2.9% | -1.7% | -0.5% | -8.9% | 2.6% | 54.8 | i
CC(NC(=O)CC1Sc2ccccc2NC1=O)c1ccccc1 (stereo not given) | -25.4% | 2.3% | 3.9%[11.3 µM] | 2.6% | 0.0% | 5.1% | -0.9% | -0.7 | i
CC(Sc1ncc(C(F)(F)F)cc1Cl)C(=O)NCC1CCCO1 (stereo not given) | 20.5% | -14.1% | -21.6% | -7.8% | -0.1% | -0.9% | 0.7% | -9.7 | i
Cc1cc(C(=O)COc2ccc3ccc(=O)oc3c2)c(C)n1C | 1.6% | -9.3% | -5.3% | -41.3% | 6.9% | 9.7% | 3.9% | ? | i
O=C(Nc1ccc2c(c1)CN(Cc1ccco1)CC2)C1CCCO1 (stereo not given) | 10.0% | 1.0% | 7.3% | 7.8% | -0.2% | -6.8% | 0.6% | -14.3 | ?
Cc1c2cnn(CC(=O)N3CCCCC3)c(=O)c2c(C)n1Cc1ccc(F)cc1 | -5.0% | ? | · | 9.7% | -0.1% | -1.5% | · | · | ·
CN1C(=O)CSC1=Nc1cccc(Cl)c1 | 7.4% | -15.8% | · | 2.7% | 2.6% | -0.6% | 5.0% | 2.5 | i
Cc1cc(NC(=O)c2cnn(-c3ccccc3)c2-n2cccc2)ccc1Br | 2.5% | ? | 18.6% | -0.9% | 0.7% | -1.0% | · | · | i
O=C(c1ccco1)N1CCN(c2ncnc3c2cnn3-c2ccccc2)CC1 | 4.8% | ? | 11.6% | 0.6% | 10.4% | -9.9% | ? | 0.0 | i
Cc1ccccc1OCC(=O)NCCNC(=O)c1ccccn1 | -13.8% | 5.7% | 1.6% | -7.9% | 0.7% | 1.7% | -0.6% | 5.2 | i
Cc1nc2ccc(S(=O)(=O)NCC(=O)NCc3ccc(Cl)cc3)cc2s1 | -11.8% | -9.5%&-7.4% | -9.7% | -1.7%&-20.2% | -0.4%&3.9% | 0.7%&-0.1% | 8.7% | 13.5 | i
Cc1onc(-c2ccccc2Cl)c1C(=O)N1C=CC(C(F)(F)F)=NCC1 | -1.7% | 2.4% | 1.4% | 15.3% | 0.2% | -7.4% | 5.4% | 9.6 | i
NC(=O)/C(=N\O)c1ccccc1 | 2.2% | 14.7% | 6.9% | 16.5% | -0.1% | 0.3% | 834.5%[0.0737 µM] | ? | i
O=C(CNc1ccc2ccccc2c1)N/N=C/c1ccc(OC(=O)/C=C/c2ccco2)cc1 | -9.2% | 22.5% | · | -0.2% | ? | 2.2% | ? | -19.9 | i
COC(=O)c1cc(Br)ccc1N(Cc1cc(OC)cc(OC)c1)S(C)(=O)=O | 9.9%&-22.6% | -14.5% | -14.3% | 9.2%&8.7% | -1.0% | 1.9% | 14.9% | -15.0 | i
Cc1cc(C)n(-c2ncccc2[N+](=O)[O-])n1 | 8.1% | 4.4% | -5.3% | -3.9% | 0.3% | 8.0% | -0.8% | 2.1 | i

No enrichment for hits, and some 8.8% of all compounds hit somewhere here.
